Bioassay records: PubChem BioAssay, several laboratories
NSD2 inh – NSD2 (human) methyltransferase inhibition | O96028 | NSD2 peptide methylation, AlphaScreen, 120 min | inhibition, % at 12.5 µM | actives 0.54% (n = 310,000) | AID 743445; in the data active = inhibition above about 50%
LANA DNA inh – KSHV C-LANA DNA binding inhibition; MBP-C-LANA/FAM-LBS DNA binding, fluorescence polarization; inhibition, % at 9 µM; actives 0.078% (n = 340,000); AID 504423;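 active = highest replicate inhibition at or above 60% at 9 µM, even if other replicates fall short; inactive = all replicates below 60% inhibition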;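 also: 0% = neutral control wells and 100% = 4 µM acridine orange control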
PvdQ acylase – blocks Pseudomonas aeruginosa PvdQ acylase activity; purified PvdQ acylase, fluorescence plate reader; actives 0.063% (n = 340,000); AID 488965; inhibition, % at 10 µM; in the data active = inhibition above about 30%, passing the limit was not always enough;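 also: 0% = vehicle neutral wells and 100% = reference inhibitor wells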
dFosB activator – enhances mouse delta FosB homodimer DNA binding | purified delta FosB, TAMRA-CDK5 oligo fluorescence polarization; percent of positive-control signal above neutral wells | activation, % at 25 µM | actives 0.99% (n = 340,000);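 active = mean activation above about 17%, with every replicate also reaching it, limit read from the data, passing the limit was not always enough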;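 also: fluorescence polarization rise as delta FosB binds a TAMRA Cdk5 AP-1 oligo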
Target sequence (P13346 whole entry, looked up): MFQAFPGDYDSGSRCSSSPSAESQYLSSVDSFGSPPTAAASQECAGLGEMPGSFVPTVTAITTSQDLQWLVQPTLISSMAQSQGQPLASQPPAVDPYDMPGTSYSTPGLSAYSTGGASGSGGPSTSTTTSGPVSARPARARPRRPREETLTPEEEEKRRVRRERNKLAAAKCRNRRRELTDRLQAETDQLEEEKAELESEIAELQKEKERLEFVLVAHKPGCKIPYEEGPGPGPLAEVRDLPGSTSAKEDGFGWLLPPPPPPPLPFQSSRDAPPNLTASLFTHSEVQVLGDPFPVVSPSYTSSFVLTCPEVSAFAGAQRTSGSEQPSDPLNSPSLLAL
Keap1-Nrf2 PPI – disrupts human Keap1 binding to Nrf2 peptide | Q14145 | Keap1 Kelch-Nrf2 peptide fluorescence polarization, 1536-well | inhibition, % at 9.4 µM | actives 0.15% (n = 340,000) | AID 504523; in the data active = inhibition above about 12%;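 also: human Keap1 Kelch domain with fluorescein labeled Nrf2 9mer peptide probe; 0% = neutral control wells and 100% = peptide positive control; higher means more block of Keap1 binding to Nrf2 peptide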
Rtt109 Vps75 – blocks Candida albicans Rtt109/Vps75 acetyltransferase activity. AID 540336. purified Rtt109/Vps75, ThioGlo CoA-SH fluorescence, 4 h. Q5AAJ8. actives 0.16% (n = 330,000). inhibition, % at 34.9 µM;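 active = inhibition of at least 50% in every replicate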
Target sequence (Q5AAJ8 whole entry, looked up): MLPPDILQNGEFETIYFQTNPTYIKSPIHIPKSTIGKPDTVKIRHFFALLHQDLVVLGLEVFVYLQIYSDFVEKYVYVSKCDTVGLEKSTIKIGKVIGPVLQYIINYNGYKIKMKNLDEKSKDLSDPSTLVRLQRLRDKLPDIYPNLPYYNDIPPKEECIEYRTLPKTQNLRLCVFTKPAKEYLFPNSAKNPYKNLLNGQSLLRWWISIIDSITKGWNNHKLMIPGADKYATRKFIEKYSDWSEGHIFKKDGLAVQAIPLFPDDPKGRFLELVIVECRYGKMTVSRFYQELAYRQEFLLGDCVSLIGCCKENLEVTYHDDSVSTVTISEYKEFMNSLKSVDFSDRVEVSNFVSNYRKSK
SUMO Mot1 rescue – blocks SUMOylation pathway, rescuing yeast Mot1-301 growth | actives 1% (n = 320,000) | AID 2716 | growth rescue, % at 18.8 µM | S. cerevisiae Mot1-301 growth rescue, ATP luminescence, 38.5C; percent above DMSO median, 100 means doubled;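 active = every valid replicate shows activation above 250% relative to neutral control wells; inactive = the rest, any valid replicate at or below 250%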;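 also: OY570 slx delta 5 strain wells were the positive control but not used for scaling; some compounds called inactive have numbers as strong as hits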
cardiac RTF act – increases calcium sensitivity of human cardiac regulated thin filaments; IANBD-labeled TnC RTF fluorescence at EC20 calcium; 0% EC20 calcium, 100% full calcium; activation, % at 7.2 µM; actives 0.24% (n = 340,000); AID 493008;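 active = activation above the mean over all tested compounds plus 3 SD, cut at about 30% in these data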;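 also: rise in fluorescence read as greater calcium sensitivity of cardiac thin filaments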
CDK5 inh – blocks human CDK5/p35 kinase activity | Q00535+Q15078 | Recombinant CDK5/p35, ADP-Glo luminescence, 60 min | inhibition, % at 10 µM | actives 0.01% (n = 330,000) | AID 488839;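 active = highest replicate inhibition of at least 50% and at least 75% of replicates reaching 50%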;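 also: plate controls were DMSO neutral control for no effect and GW8510 at 10 µM for full effect; many of its hits are not listed in these tables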
RTF Ca sens inh – cardiac RTF calcium desensitization | P19429+P45379 | IANBD-labeled cardiac RTF, Ca2+ fluorescence | inhibition, % at 7.15 µM | actives 0.12% (n = 340,000) | AID 493244;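 active = inhibition above the mean inhibition of all tested compounds plus 3 SD, cut at about 17% in these data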;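 also: assay run at fixed EC70 calcium of 1.6 mM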
PfHsp90 yeast 2 – growth inhibition of yeast expressing Plasmodium Hsp90; S. cerevisiae expressing PfHsp90, BacTiter-Glo ATP, 48 h; yeast lacking PDR1 and PDR3 efflux regulators; AID 504621; inhibition, % at 9.4 µM; actives 0.32% (n = 310,000);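 active = every replicate shows inhibition above about 80%, whatever the replicate mean, limit read from the data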;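 also: 0% = DMSO neutral controls and 100% = 20 µM radicicol positive controls; yeast relying on Plasmodium falciparum Hsp90 in place of its own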
* hit, by the source's call; x = not tested or not shown.

SMILES	NSD2 inh	LANA DNA inh	PvdQ acylase	dFosB activator	Keap1-Nrf2 PPI	Rtt109 Vps75	SUMO Mot1 rescue	cardiac RTF act	CDK5 inh	RTF Ca sens inh	PfHsp90 yeast 2
CCC(=O)Nc1nnc(SCC(=O)Nc2cccc(Cl)c2)s1	-1	1.0	-17	-2	-2	-9	20	3	-0.7	-7	20
CCN(CC)CCN(Cc1cc2cc(C)c(C)cc2[nH]c1=O)C(=S)NCc1ccco1	21	0.2	3	-5	-11	3	-1	5	-2.8	-4	-27
Cc1cccc(C)c1OCC(=O)Nc1cccc(S(=O)(=O)N2CCCC2)c1	10	0.7	-9	-11	0	6	-7	-2	-0.3	-4	x
Cc1ccc(C)n1CCN1CCN(C(=O)c2ccco2)CC1	-1	1.6	-12	-16	1	-7	-34	4	-1.3	-5	-1
CC(=O)Nc1ccc(N2C(=O)CC(Sc3nccc(C)n3)C2=O)cc1 (stereo not given)	-4	-1.8	11	0	0	0	43	2	1.8	-6	-11
CCCc1nn2c(=O)cc(CSCC(=O)Nc3ccc(F)cc3)nc2s1	2	-1.2	-23	-3	-1	-20	0	2	-1.3	-8	-11
CC(=O)Nc1ccc(C2=NN(CC#N)C(=O)SC2)cc1	-1	-0.5	-6	-6	-2	-12	100	10	0.2	4	-7
CCCCCN(C(=O)CCC(=O)OCC(=O)N(CC#N)c1ccccc1)c1c(N)n(CCCC)c(=O)[nH]c1=O	0	1.0	-7	-11	1	29	20	-6	0.1	-2	x
O=C1CCN(Cc2ccccc2)N1	86*	1.4	-7	-4	-9	-11	12	0	0.6	-2	-24
CN(C(=O)CNC(=O)c1ccc(Br)o1)C1CCCCC1	-2	1.8	-4	1	0	-6	-8	-8	-0.1	-2	-4
CCc1ccc(C2CC(=O)NC(SCC(=O)OC(C)C)=C2C#N)cc1 (stereo not given)	x	0.8	-10	-7	0	-4	-14	1	-1.0	-12	15
COc1ccc(NC(=O)C2CCN(S(=O)(=O)c3c(C)noc3C)CC2)cc1Cl	1	1.1	-10	5	-6	8	2	1	-0.5	2	11
CCOC(=O)c1nnsc1-c1ccc(-c2snnc2C(=O)OCC)cc1	-3	-0.5	-16	-1	-4	-11	-14	6	0.7	-3	29
CCOC(=O)N1CCN(C(=O)c2cc(C)no2)CC1	x	0.2	4	-5	-3	11	10	-3	1.2	0	10
CCOC(=O)Nc1ccc(S(=O)(=O)NC2CCCCC2)cc1	0	-1.8	-4	4	0	1	17	2	-1.6	-2	8
O=S(=O)(c1cccc(-c2nnc3n2CCCCC3)c1)N1CCCC1	-1	-1.1	-12	0	-3	0	3	1	0.8	-1	13
CCOC(=O)c1nnn(CC(=O)Nc2ccccc2OC)c1C(=O)OCC	-2	-2.2	5	-4	-2	-6	6	0	0.7	1	9
O=C(C[n+]1cccc(O)c1)NCc1ccc(Cl)cc1	1	0.9	21	-5	0	2	4	8	2.4	5	-1
CC(=O)N1CCN(c2cccc(C)c2C)CC1	2	0.2	-8	1	1	6	-16	-2	0.1	-5	14
CCC(Oc1ccccc1)C(=O)Nc1nc2c(s1)C(=O)CC(C)(C)C2 (stereo not given)	-1	0.3	3	-2	-5	3	0	-2	0.0	-8	-8
O=C(NCC1CCCO1)c1cccc(NS(=O)(=O)c2ccc(Br)cc2)c1 (stereo not given)	-1	0.4	1	-11	-1	-2	-28	5	-1.1	-2	0
COc1ccc(NC(=O)Nc2cccc3c2O[C@H](CN(C)C(=O)Nc2c(C)noc2C)[C@@H](C)CN([C@H](C)CO)C3=O)cc1	x	-2.9	6	-7	-2	-6	-7	-6	0.7	-1	0
CSc1cc(-c2ccccc2)n(Cc2ccccc2Cl)c(=O)c1C#N	-2	1.7	-3	0	2	-3	10	-2	0.7	-5	6
Oc1ccc(-c2cccc(-c3ccc(O)cc3)c2)cc1	2	0.3	-16	-2	3	2	-1	-4	0.2	-11	-91
Clc1cccc(-c2csc(Nc3cccnc3)n2)c1	0	1.3	0	-7	3	-2	228	-5	0.7	-4	15
CC(=O)c1ccc(NC(=O)c2ccc(NC(=O)c3ccco3)cc2)cc1	0	0.8	9	93*	1	-5	74	-5	0.2	12	-2
CC(=O)c1cccc(NC(=O)Nc2cccs2)c1	-2	1.7	5	0	-5	14	9	-18	1.8	-3	1
CN1CCN(S(=O)(=O)c2ccc(NC(=O)COc3ccccc3Cl)cc2)CC1	-3	0.0	-9	-8	-3	-6	-9	5	1.9	-12	-40
CCOc1ccc(N(CC(=O)NCc2ccccc2Cl)S(=O)(=O)c2c(C)[nH]c(=O)[nH]c2=O)cc1	-3	1.0	-16	-5	8	6	4	4	x	-2	-8
COc1ccc(Cl)cc1NC(=S)Nc1ccccc1C	-4	1.4	-14	-8	0	-4	18	0	-3.1	-4	1
COC(CN(C)C(=O)c1ccc(CS(=O)(=O)c2ccccc2C)o1)OC	-3	-0.1	-17	0	-3	3	171	6	-0.7	-12	-58
Cc1ccc(S(=O)(=O)N2C[C@@H]3CCCC[C@@H]3[C@@H](C)[C@H]2c2cn(Cc3ccccc3)c3ccc(F)cc23)cc1	x	-0.5	-8	-3	-6	-5	x	-3	0.0	-3	-8
CCOC(=O)c1c(C)noc1-c1ccc(Br)o1	-2	-1.2	-4	-3	-2	-4	7	-2	0.0	-2	1
COc1ccc(-c2nc(-c3ccc(O)cc3O)cs2)cc1OC	4	-0.3	11	-27	-5	8	x	-4	-1.2	11	-28
COc1ccc(OC(C)C(=O)N2CCc3ccccc3C2)cc1 (stereo not given)	-14	2.2	2	0	0	-16	-12	-1	-0.4	0	10
CCN(Cc1ccccc1)C(=O)Cn1c(=O)n(-c2ccc(OC)cc2OC)c(=O)c2c(C)c(C)sc21	3	-1.7	-14	-7	-2	-6	8	0	-2.0	-5	-22
CCOC(=O)c1cc(C)nn1-c1nc(Cl)cc(OC)n1	-1	4.3	-10	-16	-8	-1	9	-6	-0.2	7	-8
CC(C)(C)NC(=O)Cn1c(=O)c(=O)n(Cc2ccccc2)c2ccc(Cl)cc21	-1	1.1	-13	-3	-1	2	-16	3	0.3	-2	26
Cc1ccsc1C(=O)NNC(=O)Nc1ccc(Cl)c(Cl)c1	4	-0.2	6	25*	0	10	119	-2	0.5	-9	3
CN(C)CCOC(=O)NC12CC3CC(CC(C3)C1)C2	-2	4.8	-10	6	2	6	8	-6	1.0	-4	-14
Cc1cc(NC(=O)Cn2cc(C(F)(F)F)cc(Cl)c2=O)no1	-2	-0.4	-10	-2	6	-26	11	2	-0.8	-5	x
O=C(COc1ccc(S(=O)(=O)N2CCCCC2)cc1)NCc1ccccn1	3	1.1	-8	3	0	-9	-6	-2	1.7	-1	9
COc1ccc(OC)c(C2=Nn3c(nnc3-c3cc(C)[nH]n3)SC2)c1	0	-0.2	-5	-8	-1	-11	0	-3	0.0	1	13
CC1CN(C(=O)CCC(=O)NCc2ccccc2)c2cc(Cl)ccc2O1 (stereo not given)	x	-1.1	-2	-4	1	7	-2	-4	0.0	-2	-5
Cc1ccc(C)c(C(=O)CN2C(=O)NC3(CCC(C)CC3)C2=O)c1 (stereo not given)	-1	0.3	-7	5	-2	-7	10	-4	0.4	-2	6
Cc1ccc(C(=O)NNC(=O)CCn2nnc3ccccc32)cc1	-1	-0.3	-13	-1	1	7	-1	11	2.0	-25	4
COC(=O)C1=CN(C)C=C(C(=O)OC)C1c1ccccc1Cl	-4	-1.4	5	4	-2	-107	5	-2	-0.8	-4	18

For reference, part of the list above.
SMILES	NSD2 inh	LANA DNA inh	PvdQ acylase	dFosB activator	Keap1-Nrf2 PPI	Rtt109 Vps75	SUMO Mot1 rescue	cardiac RTF act	CDK5 inh	RTF Ca sens inh	PfHsp90 yeast 2
Cc1ccsc1C(=O)NNC(=O)Nc1ccc(Cl)c(Cl)c1	4	-0.2	6	25*	0	10	119	-2	0.5	-9	3
CN(C)CCOC(=O)NC12CC3CC(CC(C3)C1)C2	-2	4.8	-10	6	2	6	8	-6	1.0	-4	-14
Cc1cc(NC(=O)Cn2cc(C(F)(F)F)cc(Cl)c2=O)no1	-2	-0.4	-10	-2	6	-26	11	2	-0.8	-5	x
O=C(COc1ccc(S(=O)(=O)N2CCCCC2)cc1)NCc1ccccn1	3	1.1	-8	3	0	-9	-6	-2	1.7	-1	9
COc1ccc(OC)c(C2=Nn3c(nnc3-c3cc(C)[nH]n3)SC2)c1	0	-0.2	-5	-8	-1	-11	0	-3	0.0	1	13
CC1CN(C(=O)CCC(=O)NCc2ccccc2)c2cc(Cl)ccc2O1 (stereo not given)	x	-1.1	-2	-4	1	7	-2	-4	0.0	-2	-5
Cc1ccc(C)c(C(=O)CN2C(=O)NC3(CCC(C)CC3)C2=O)c1 (stereo not given)	-1	0.3	-7	5	-2	-7	10	-4	0.4	-2	6

Outcome played no part in choosing rows; 3.2% or so of the library scored in one or more.
